TCR act = activates T cell receptor signaling. primary human leukocytes, anti-CD3, IL-2 HTRF, 48 h. Potency, µM (titrated, usually from 9.22 µM), without a hit: at the top dose activation of IL-2 secretion, actives largely listed as activators. 330,000 tested, under 10 active. AID 504894; note: % of control where 0% means no effect
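Human primary leukocytes + a-CD3 beads + cpd, 48 hr; IL-2 in supernatant by HTRF (ex 320nm / em 665nm). No co-stimulatory signal supplied.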
ASM inhibitor = inhibitors of human secretory acid sphingomyelinase; placental ASM, HMU-PC fluorogenic substrate, 60 min; Potency, µM (doses to about 57.5 µM), without a hit: top-dose activity change, negative = inhibition, most hits filed as inhibitors; hit rate 0.006% among 340,000; note: potency is the fitted concentration of half-maximal effect
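HMU-PC0 cleavage (9 uM final) by human placental ASM, 60 min at 37 °C following 10 min compound exposure at RT; stopped at pH 10, fluorescence Ex 386/Em 447 nm.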
Menin-MLL TR inh = inhibitors of human menin-MLL interaction, mutant MLL peptide; Menin + Texas Red MLL mutant peptide, fluorescence polarization; AID 1768; Potency, µM (series often up to 61.6 µM), for the others: at the top dose FP activity change, negative = inhibition, hits mostly inhibitors; O00255; hit rate 0.23% among 270,000; active = well fitted inhibition curve with a large enough effect in the polarisation, with a control signal flat, not every such curve was filed as active; inconclusive = small, poorly fitted or top-dose-only effect, or effect the other way, or a change in a side signal; inactive = no such curve, though single readings can be large or run the other way; the % refers to the polarisation; note: potency is the fitted concentration of half-maximal effect; % of control where 0% means no effect; many of its hits are not listed in these tables
Target sequence (O00255 whole entry, looked up): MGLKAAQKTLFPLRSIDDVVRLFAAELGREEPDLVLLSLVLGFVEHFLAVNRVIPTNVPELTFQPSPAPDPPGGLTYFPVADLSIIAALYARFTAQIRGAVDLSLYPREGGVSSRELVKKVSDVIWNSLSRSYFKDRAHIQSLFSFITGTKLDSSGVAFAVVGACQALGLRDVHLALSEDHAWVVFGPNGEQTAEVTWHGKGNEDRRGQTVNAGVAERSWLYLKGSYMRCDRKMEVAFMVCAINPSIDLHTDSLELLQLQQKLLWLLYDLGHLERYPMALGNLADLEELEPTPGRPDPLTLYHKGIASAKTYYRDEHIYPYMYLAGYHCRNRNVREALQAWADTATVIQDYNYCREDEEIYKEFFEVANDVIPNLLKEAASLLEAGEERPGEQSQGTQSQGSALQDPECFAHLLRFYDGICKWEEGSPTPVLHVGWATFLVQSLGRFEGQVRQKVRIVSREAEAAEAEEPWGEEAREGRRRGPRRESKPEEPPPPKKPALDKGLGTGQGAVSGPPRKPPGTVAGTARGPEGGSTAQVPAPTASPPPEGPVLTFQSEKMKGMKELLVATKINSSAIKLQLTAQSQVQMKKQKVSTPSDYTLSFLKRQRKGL
A-T KAP1 phos = candidate therapy for ataxia-telangiectasia; hit rate 0.19% among 320,000; Potency, µM (top dose mostly 57.5 µM), without a hit: top-dose activation, most hits filed as activators; […] A-T fibroblasts, KAP-1 phosphorylation AlphaLISA; neocarzinostatin DNA damage 30 min before lysis; note: potency is the fitted concentration of half-maximal effect; % of control where 0% means no effect; nearly all actives have a fitted effect of over 45% in size
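ATM-like activity read as KAP-1 phosphorylation via AlphaLISA donor/acceptor antibody pairs after lysis and 6 hr at 25C. Cells were ATM-null patient fibroblasts ([…], hTERT), dosed 60 min, then exposed to the DSB inducer NCS for 30 min.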
Integrin act MD = activates integrin-mediated alleviation for muscular dystrophy; hit rate 0.064% among 350,000; alpha7betagal myoblasts, beta-gal FDG fluorescence, 48 h; Potency, µM (doses to about 38.3 µM), for inactives: at the highest dose activation, most hits filed as activators;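 note: potency is the fitted concentration of half-maximal effect; 100% = response of the positive control SU9516; nearly all actives have a fitted effect of over 60% in size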
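Alpha7betagal+/- myoblasts (passage 13) were plated 16-24 hr, then exposed to compounds (1:260 dilution of DMSO stock) for 48 hours at 37C. After MPER lysis, β-galactosidase reporter activity was read as FDG fluorescence (ex 480/em 540) after 30 minutes.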
Mito fusion yeast = mitochondrial division inhibition or fusion activation; S. cerevisiae fusion-defective mutant growth rescue, CellTiterGlo 48 h; Potency, µM (titrated, usually from 46.1 µM), without a hit: top-dose growth rescue (activation), actives largely listed as activators; hit rate 0.23% among 320,000;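 note: potency is the fitted concentration of half-maximal effect; % of control where 0% means no effect; nearly all actives have a fitted effect of over 45% in size; temperature-sensitive fusion mutants such as fzo1-1 at 37 °C on non-fermentable ethanol glycerol medium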
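Growth-rescue viability read-out: after 48 h at the non-permissive 37C in glycerol/ethanol YPEG, yeast mitochondrial fusion mutants are measured by CellTiterGlo luminescence; compounds (23 nl pinned per well) restoring growth score as division inhibitors or fusion activators.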
PTAP TSG101 blk = blocks PTAP/TSG101 interaction to inhibit HIV-1 budding; 340,000 tested, under 10 active; Fluorescence polarization, FITC-PTAP peptide / Tsg101 binding; Potency, µM (doses to about 115 µM), without a hit: at the top dose activity change, negative = inhibition, actives largely listed as inhibitors; active = well fitted inhibition curve with a large enough effect in the main read-out, with a control signal flat, not every such curve was filed as active; inconclusive = small, poorly fitted or top-dose-only effect, or effect the other way, or a change in a side signal; inactive = no such curve, though single readings can be large or run the other way; note: potency is the fitted concentration of half-maximal effect; % of control where 0% means no effect
Target sequence (Q99816 whole entry, looked up): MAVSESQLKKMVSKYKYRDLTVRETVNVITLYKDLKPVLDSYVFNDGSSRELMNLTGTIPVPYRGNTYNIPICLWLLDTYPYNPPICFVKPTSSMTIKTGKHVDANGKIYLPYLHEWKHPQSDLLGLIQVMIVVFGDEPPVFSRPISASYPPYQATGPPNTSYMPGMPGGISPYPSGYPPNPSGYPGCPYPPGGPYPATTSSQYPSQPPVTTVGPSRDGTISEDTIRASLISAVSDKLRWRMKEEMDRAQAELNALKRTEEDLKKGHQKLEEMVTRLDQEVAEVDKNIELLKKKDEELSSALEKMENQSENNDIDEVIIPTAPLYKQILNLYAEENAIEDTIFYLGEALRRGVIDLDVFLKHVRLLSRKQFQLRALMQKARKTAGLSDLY
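Fluorescence polarization binding of Tsg101 binding domain (10 uM final) to FITC-labeled PTAP peptide (50 nM final) in HEPES pH 7.5 buffer with NaCl, Tween 20, EDTA, TCEP. Compounds added before peptide; binding 20 min at RT.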
MBNL1-CUG inh = blocks human MBNL1 binding to CUG repeat RNA; Q9NR56; TR-FRET MBNL1-His/biotin-(CUG)12 binding, 665/545 ratio; hit rate 0.036% among 280,000; Potency, µM (highest dose often 57.5 µM), for inactives: at the highest dose activity change, negative = inhibition, hits mostly inhibitors; active = well fitted inhibition curve with a large enough effect in the signal ratio, with a control signal flat, not every such curve was filed as active; inconclusive = small, poorly fitted or top-dose-only effect, or effect the other way, or a change in a side signal; inactive = no such curve, though single readings can be large or run the other way; the % refers to the signal ratio; note: potency is the fitted concentration of half-maximal effect; % is set by controls: 0 for no effect and ±100 for the full control effect
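MBNL1-His + Biotin-(CUG)12, cpd titration 92 nM–58 uM; Tb anti-His Ab 0.055 ng/ul, SA-XL665 5 nM (final); 60 min RT; ratiometric 665/545 nm, Ex 340 nm; normalized to buffer and full-complex controls.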
TSHR antagonist = blocks TSH signaling through the human TSH receptor. P16473. TSHR-expressing cells, TSH-stimulated cAMP HTRF, 2 h; active compounds read low. activity change, negative = inhibition, % at 11.5 µM. hit rate 0.2% among 330,000;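 active = activity change below a set negative limit, meaning inhibition stronger than a set level, cut at about -70% in these data; inconclusive = activity change between two set negative limits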; note: % is set by controls: 0 for no effect and ±100 for the full control effect
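Read-out is FRET at 665 nm (cryptate excitation 337 nm) from a cryptate-tagged anti-cAMP antibody, competed by cell cAMP against cAMP-d2. Compounds are tested on freshly harvested TSHR cells challenged with 4nM TSH (EC80) for 2 hours at 37 deg C.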
MLL CXXC-DNA inh = MLL CXXC-DNA interaction inhibition. Q03164. MLL-CXXC / FITC-HOXA9 DNA fluorescence polarization. Potency, µM (titrated, usually from 115 µM), for the others: top-dose activity change, negative = inhibition, actives largely listed as inhibitors. hit rate 0.037% among 290,000. AID 2662; active = well fitted inhibition curve with a large enough effect in the polarisation, with a control signal flat, not every such curve was filed as active; inconclusive = small, poorly fitted or top-dose-only effect, or effect the other way, or a change in a side signal; inactive = no such curve, though single readings can be large or run the other way; the % refers to the polarisation; note: potency is the fitted concentration of half-maximal effect
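Purified MLL-CXXC (added from a 7 uM solution) was preincubated 5 min at ambient with pinned compounds in 50 mM Tris-HCl pH 7.5, 50 mM NaCl, 1 mM DTT, 0.05% BSA. Fluorescein-labeled HOX-A9 DNA (50 nM solution) followed, 30 min, then polarization read.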
* = called active by the depositor; & = joins results of further samples; [ ] = another dose, or the depositor's remark. Unless noted, calls come from the whole dose curve; as a rule, active = well fitted curve in the direction sought with a large enough effect; inconclusive = small, poorly fitted or top-dose-only effect, or another doubt; inactive = no such curve, though single readings can be large; an effect the other way counts as inactive or inconclusive. A portion of the library; the hit share may differ from the screen's.

Results for CCCNC(=O)C(=O)NCC(c1ccc2c(c1)OCO2)N1CCN(c2ccc(F)cc2)CC1 (centres undefined) ?
TCR act: -3%; ASM inhibitor: -2%; Menin-MLL TR inh: -10%; A-T KAP1 phos: 8%; Integrin act MD: -7%; Mito fusion yeast: 10%; PTAP TSG101 blk: -6%; MBNL1-CUG inh: -1%; TSHR antagonist: -5; MLL CXXC-DNA inh: 16%

Results for CCCCC1=CC2=C(c3ccco3)C(=O)C(C)(OC(=O)c3ccc(OC)cc3)C(=O)C2=CN1c1ccccc1 (centres undefined) ?
TCR act: -12%; ASM inhibitor: -2%; Menin-MLL TR inh: -17%[11.7 µM]; A-T KAP1 phos: 19%; Integrin act MD: 2%; Mito fusion yeast: -27%; PTAP TSG101 blk: -9%; MBNL1-CUG inh: 77%[activator]; TSHR antagonist: -10; MLL CXXC-DNA inh: -11%

How did Brc1ccc(-c2nnc(-c3cccc(Br)c3)o2)cc1 do in these assays?
TCR act: -9%; ASM inhibitor: -2%; Menin-MLL TR inh: inconclusive; A-T KAP1 phos: 23%; Integrin act MD: -4%; Mito fusion yeast: 3%; PTAP TSG101 blk: -4%; MBNL1-CUG inh: 11%; TSHR antagonist: -50; MLL CXXC-DNA inh: 8%

Results for CCCCCCCC/C=C\CCCCCCCC(=O)NCCO ?
TCR act: -8%; ASM inhibitor: -13%; Menin-MLL TR inh: inconclusive; A-T KAP1 phos: 5%; Mito fusion yeast: -1%&7%; PTAP TSG101 blk: inconclusive; TSHR antagonist: -18&7; MLL CXXC-DNA inh: 5%

How did CCOc1ccc(N2CC(C(=O)Nc3ccc4c(c3)OCCO4)CC2=O)cc1 (centres undefined) do in these assays?
TCR act: -3%; ASM inhibitor: -16%; A-T KAP1 phos: -13%; Integrin act MD: 14%; Mito fusion yeast: -7%; PTAP TSG101 blk: 2%; MBNL1-CUG inh: -13%; TSHR antagonist: 6; MLL CXXC-DNA inh: -9%

Results for Cc1ccc(-n2c(-c3cccnc3)n[nH]c2=S)c(C)c1 ?
TCR act: 6%; ASM inhibitor: 3%; Menin-MLL TR inh: -9%; A-T KAP1 phos: 2%; Integrin act MD: 3%; Mito fusion yeast: 4%; PTAP TSG101 blk: -3%; MBNL1-CUG inh: 1%; TSHR antagonist: 3; MLL CXXC-DNA inh: 21%

Results for CCOc1cccc(NCc2cc3c(C(C)(C)C)nn(-c4ccccc4)c3[nH]c2=O)c1 ?
TCR act: -1%; ASM inhibitor: -11%; A-T KAP1 phos: 0%; Integrin act MD: 27%; Mito fusion yeast: 5%; PTAP TSG101 blk: -1%; MBNL1-CUG inh: 0%; TSHR antagonist: 5; MLL CXXC-DNA inh: 7%

How did COc1ccc(OCC(=O)Nc2cccc(NC(=O)COc3ccc(OC)cc3)n2)cc1 do in these assays?
ASM inhibitor: 5%; Menin-MLL TR inh: 2%; A-T KAP1 phos: 15%; Integrin act MD: 12%; Mito fusion yeast: 9%; MBNL1-CUG inh: -4%; TSHR antagonist: 2; MLL CXXC-DNA inh: 0%

Results for CN(C)N1C(N)=C(C#N)C(c2cccnc2)C2=C1CC(C)(C)CC2=O (centres undefined) ?
TCR act: 1%; ASM inhibitor: -1%; Menin-MLL TR inh: 0%; A-T KAP1 phos: -2%; Integrin act MD: 3%; Mito fusion yeast: 1%; PTAP TSG101 blk: 0%; MBNL1-CUG inh: 4%; TSHR antagonist: -17; MLL CXXC-DNA inh: 7%

Results for CCN(CC)S(=O)(=O)c1ccc(N/N=C/c2ccc(O)cc2)nc1 ?
ASM inhibitor: 2%; Menin-MLL TR inh: inconclusive; A-T KAP1 phos: -2%; Integrin act MD: -9%; Mito fusion yeast: 0%; PTAP TSG101 blk: 0%; MBNL1-CUG inh: 9%; TSHR antagonist: -6; MLL CXXC-DNA inh: 24%

What do the screens show for `COc1cccc(Nc2nc(-c3sc(NC(=O)c4ccco4)nc3C)cs2)c1`?
TCR act: -4%; ASM inhibitor: -2%; Menin-MLL TR inh: inconclusive; A-T KAP1 phos: 6%; Integrin act MD: 4%; Mito fusion yeast: -3%; MBNL1-CUG inh: 32%[activator]; TSHR antagonist: -2; MLL CXXC-DNA inh: 14%

What do the screens show for `Cc1cc(C)c2c(c1)-c1cc(C)nn1C(c1ccc3c(c1)OCO3)N2` (centres undefined)?
TCR act: -2%; ASM inhibitor: 8%; Menin-MLL TR inh: 2%; A-T KAP1 phos: 13%; Integrin act MD: -2%; Mito fusion yeast: -4%; PTAP TSG101 blk: -3%; MBNL1-CUG inh: 8%; TSHR antagonist: 23; MLL CXXC-DNA inh: 5%

How did O=C(/C=C/c1ccco1)Nc1ccc(Oc2ccc(Cl)cc2)cc1 do in these assays?
TCR act: -16%; ASM inhibitor: -8%; Menin-MLL TR inh: inconclusive; A-T KAP1 phos: 2%; Integrin act MD: -52%[inhibitor]; Mito fusion yeast: 4%; PTAP TSG101 blk: 0%; MBNL1-CUG inh: 4%; TSHR antagonist: -42; MLL CXXC-DNA inh: 16%

What do the screens show for `O=C(N1CCOCC1)N(Cc1ccccc1)c1ccccn1`?
TCR act: -8%; ASM inhibitor: 0%; Menin-MLL TR inh: 3%; A-T KAP1 phos: 5%; Integrin act MD: -21%; Mito fusion yeast: 3%; PTAP TSG101 blk: -4%; MBNL1-CUG inh: -4%; TSHR antagonist: 1; MLL CXXC-DNA inh: 0%

What do the screens show for `CC(Oc1ccc(Br)cc1)C(=O)NCC(C)(C)N1CCOCC1` (centres undefined)?
TCR act: 7%; A-T KAP1 phos: 5%; Integrin act MD: 15%; Mito fusion yeast: -2%; PTAP TSG101 blk: -6%; TSHR antagonist: 14

What do the screens show for `CCCc1c(O)nc(SCCN(CCC)CCC)[nH]c1=O`?
TCR act: -3%; ASM inhibitor: 6%; Menin-MLL TR inh: -2%; A-T KAP1 phos: 12%; Integrin act MD: -1%[7.66 µM]; Mito fusion yeast: 1%; PTAP TSG101 blk: -7%; MBNL1-CUG inh: -1%; TSHR antagonist: 8; MLL CXXC-DNA inh: 6%

How did CCOc1ccc(NC(=O)CN(C)C(=O)c2ccc(C3SCCS3)cc2)cc1OCC do in these assays?
TCR act: -2%; ASM inhibitor: -2%; A-T KAP1 phos: 1%; Integrin act MD: 14%; Mito fusion yeast: 0%; PTAP TSG101 blk: -1%; TSHR antagonist: 1

How did COc1cc(OC)c(NC(=O)CS(=O)(=O)Cc2nc(-c3ccc(C)cc3)oc2C)cc1Cl do in these assays?
TCR act: -7%; ASM inhibitor: -9%; Menin-MLL TR inh: 2%; A-T KAP1 phos: 10%; Integrin act MD: -14%; Mito fusion yeast: inconclusive; PTAP TSG101 blk: 0%; MBNL1-CUG inh: 11%; TSHR antagonist: -5; MLL CXXC-DNA inh: -3%

Results for CC1CCN(S(=O)(=O)c2ccc(C(=O)Nc3sccc3C(N)=O)cc2)CC1 ?
TCR act: 2%; ASM inhibitor: -3%; Menin-MLL TR inh: inconclusive; A-T KAP1 phos: -14%; Integrin act MD: -12%; Mito fusion yeast: 7%; PTAP TSG101 blk: 5%; MBNL1-CUG inh: -17%; TSHR antagonist: 1; MLL CXXC-DNA inh: -1%

How did Cc1ccccc1CN1CCNC(=O)C1CC(=O)NCCN1CCCCC1=O (centres undefined) do in these assays?
TCR act: 10%; ASM inhibitor: 9%; A-T KAP1 phos: 2%; Integrin act MD: -20%; Mito fusion yeast: 0%; MBNL1-CUG inh: 12%; TSHR antagonist: 18; MLL CXXC-DNA inh: -3%

How did CN(Cc1ccccc1)C(=O)CN(c1ccccc1Cl)S(C)(=O)=O do in these assays?
TCR act: -1%; ASM inhibitor: -2%; Menin-MLL TR inh: 0%; A-T KAP1 phos: 7%; Integrin act MD: 20%; Mito fusion yeast: -1%; PTAP TSG101 blk: 0%; MBNL1-CUG inh: -14%; TSHR antagonist: -4; MLL CXXC-DNA inh: -1%

Results for COc1ccc(N=CC2CCCCC2=O)c([N+](=O)[O-])c1 (centres undefined) ?
TCR act: -1%; ASM inhibitor: -8%; Integrin act MD: 26%; PTAP TSG101 blk: -1%

Screens: PubChem BioAssay, National Center for Advancing Translational Sciences (NCATS)
